TIM10 inh: TIM10 yeast growth inhibition | S. cerevisiae TIM10 strain growth, BacTiter-Glo luminescence, 24 h | inhibition, % at 10 µM | actives 1.4% (n = 330,000);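 active = inhibition of 40% or more at the single tested concentration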;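 note: wild-type TIM10 isogenic control strain grown at permissive 25 °C; 0% = DMSO yeast wells and 100% = minimal medium wells without yeast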
APJ ag: activates the human apelin receptor APJ; P35414; CHO-K1 APJ PathHunter beta-arrestin, luminescence; 0% DMSO wells, 100% apelin; activation, % at 20 µM; actives 0.11% (n = 330,000); AID 2520;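 active = activation more than six SD over the plate average, tested at 20 µM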;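 note: 0% = DMSO alone and 100% = apelin-13 at 10 nM; some results filed as inactive read as strong as hits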
Target sequence (P35414 whole entry, looked up): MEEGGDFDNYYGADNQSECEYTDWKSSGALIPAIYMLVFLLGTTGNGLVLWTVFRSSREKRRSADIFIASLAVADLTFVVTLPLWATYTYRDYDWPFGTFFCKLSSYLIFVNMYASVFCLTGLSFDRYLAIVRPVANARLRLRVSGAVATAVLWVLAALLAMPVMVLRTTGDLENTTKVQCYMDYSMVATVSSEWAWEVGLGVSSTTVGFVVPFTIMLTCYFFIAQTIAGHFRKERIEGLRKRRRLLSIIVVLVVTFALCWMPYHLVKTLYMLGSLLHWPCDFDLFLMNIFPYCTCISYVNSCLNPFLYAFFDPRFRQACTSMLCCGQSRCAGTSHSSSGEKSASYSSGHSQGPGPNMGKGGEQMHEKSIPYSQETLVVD
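Assay system: engineered CHO-K1 APJ arrestin reporter cells; Amount: 1000 CHO-K1 reporter cells seeded per well; Dosing: one dose, 20 µM compound, 1% DMSO; Times: compound stimulation 90 min at 25 °C, detection 60 min; Measured by: luminescent beta-gal fragment complementation, chemiluminescent substrate; Read-out: APJ–arrestin association signal; Controls: DMSO vs Apelin-13 10 nM.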
Mdm2 MdmX PPI: disrupts the human Mdm2-MdmX interaction. SaOS-2 split-luciferase Mdm2/MdmX complementation, luminescence. inhibition, % at 8 µM. actives 3% (n = 330,000);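 active = inhibition of at least 50% at 8 µM in the primary screen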
NR3A LBD binder: modulates the human NR3A ligand-binding domain; AID 1259313; NR3A LBD differential scanning fluorimetry, Tm shift; 0% = protein alone, 100% = glycine-bound protein; actives 2.5% (n = 340,000); Tm shift relative to glycine control, % at 25 µM;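 active = melting temperature shift of at least 10% of the positive control shift, at one fixed dose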
tim10-1 inh: inhibits growth of tim10-1 mutant yeast. S. cerevisiae tim10-1 ts strain growth, BacTiter-Glo, 24 h. AID 463190. actives 2.2% (n = 330,000). inhibition, % at 20 µM;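 active = inhibition of at least 40%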;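 note: mutant grown at 25 °C; 0% = DMSO wells with yeast and 100% = wells holding no yeast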
UPR XBP1 act: activators of adaptive arm of unfolded protein response (XBP1); CHO-XBP1 luciferase reporter, IRE1-XBP1 UPR activation, luminescence; percent of tunicamycin response, DMSO as zero; activation, % at 20 µM; actives 0.33% (n = 330,000);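 active = versus positive control, 20 µM dose yields 30% or more activation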;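 note: 100% = tunicamycin at 10 µg/mL and 0% = DMSO only wells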
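Assay system: IRE1-XBP1 luciferase reporter CHO line. Input: 1000 cells/well. Buffer or medium: F12 with 10% serum. Doses: 20 µM, 1% DMSO. Times: overnight seeding at 37 °C, 6 h compound treatment at 37 °C. Technique: Steady-Glo luciferase glow luminescence, 10 min after reagent addition.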
tim23-1 inh: inhibits growth of tim23-1 mutant yeast; inhibition, % at 20 µM; S. cerevisiae tim23-1 growth, BacTiter-Glo luminescence, 24 h; actives 1.3% (n = 330,000);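 active = growth inhibition of the mutant yeast at or above 50%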;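 note: temperature-sensitive mutant grown at 25 °C; plate controls were DMSO-treated mutant yeast for no effect and medium wells lacking yeast for full effect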
CHOP UPR activ: activators of apoptotic arm of unfolded protein response (CHOP) | CHO-CHOP luciferase reporter, UPR activation, luminescence; percent of tunicamycin response over DMSO baseline | activation, % at 10 µM | actives 0.34% (n = 330,000);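 active = at 10 µM dose, activation of 40% or more, normalized to positive control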;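 note: 100% = tunicamycin at 10 µg/mL and 0% = DMSO alone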
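Assay system: CHO-CHOP cells, stable luciferase reporter of PERK-eIF2a-CHOP signalling / Buffer or medium: F12 plus 10% serum / Compound dosing: one dose, 10 µM in 0.5% DMSO / Times: 6 h compound treatment, 37 °C / Technique: luciferase luminescence / Read-out: % reporter activation, DMSO baseline versus tunicamycin full activation / Benchmarks: tunicamycin and DMSO controls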
NLRP3 yeast inh: NALP3 inhibition in yeast; Yeast reconstituted NLRP3/ASC/caspase-1, beta-gal luminescence, 24 h; inhibition, % at 10 µM; actives 0.39% (n = 330,000); AID 2825;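 active = inhibition of 50% or more; inactive = inhibition below 50%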;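 note: plate controls were induced DMSO wells for no effect and uninduced yeast grown without galactose for full effect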
* = called active by the depositor; / = not tested or not shown. Compounds were not picked by outcome; about 8.2% have a hit in one of these screens.

SMILES	TIM10 inh	APJ ag	Mdm2 MdmX PPI	NR3A LBD binder	tim10-1 inh	UPR XBP1 act	tim23-1 inh	CHOP UPR activ	NLRP3 yeast inh
Cc1cc(NC(=O)C(C)SCC(=O)N(C)CC(=O)Nc2ccc(Br)cc2C)no1 (stereo not drawn)	6	-2	-3	-1	-9	-5	-1	-0.3	7
CCN(CC)C(=O)Cn1cc(C(=O)C(=O)NCCc2ccc(S(N)(=O)=O)cc2)c2ccccc21	14	-2	3	1	10	-1	9	-1.0	9
Cc1cccc(C(=O)N(Cc2nc3ccccc3c(=O)[nH]2)C2CCCC2)c1	-1	-3	16	2	29	-2	6	-0.1	6
Cn1[nH]c(C(F)(F)F)cc1=O	7	-3	17	0	9	1	-9	-1.4	6
CN(C)c1nc(Nc2ccc(F)cc2)nc(Oc2ccc(F)cc2)n1	-20	-1	8	-6	0	-3	22	0.6	26
Cn1c(N)c(C(=O)COC(=O)c2ncc(Cl)c(Cl)c2Cl)c(=O)n(C)c1=O	6	-3	4	-3	17	1	-4	1.4	16
CCCn1c(NC(=O)c2ccc(F)cc2)nc2ccccc21	0	2	14	4	13	3	-9	1.6	20
COc1ccc(S(=O)(=O)N(C)C[C@H]2Oc3c(NC(=O)c4ccncc4)cccc3C(=O)N([C@H](C)CO)C[C@@H]2C)cc1	-1	-4	3	1	14	-2	19	-2.0	8
CCOC(=O)c1cnc(SCC(=O)Nc2ccc(NC(C)=O)c(OC)c2)nc1N	-13	1	-7	1	7	2	4	-1.0	6
Cc1ccc(-n2c(N)c(C(=O)N3CCOCC3)sc2=S)c(C)c1	14	-5	6	1	3	-2	-8	-0.8	-18
Cc1ccccc1NC(=O)COC(=O)Cc1ccsc1	-7	-4	10	0	6	-6	13	-1.3	-3
CN(CCNC(=O)c1cc2c(-c3ccccc3F)nn(C)c2s1)C1CCCCC1	3	-1	25	-2	-13	-1	-6	0.5	15
O=C(CNC(=O)c1ccc(F)cc1)N/N=C/c1cc(Br)ccc1OC(=O)/C=C/c1ccco1	6	-2	42	6	8	1	-10	-0.4	3
COc1ccc(C2CC(c3ccccc3)=NN2c2ccc(S(N)(=O)=O)cc2)cc1 (stereo not drawn)	33	-3	42	-1	20	-2	25	3.0	14
O=C(OCC(=O)N(CCc1ccccc1)Cc1ccccc1)c1ccccc1NCCO	-8	11	11	-4	19	-5	26	1.2	4
COC(=O)c1ccccc1Oc1cc(C(F)(F)F)nc(-c2ccccn2)n1	-2	-4	6	-3	-7	10	33	-0.9	26
O=C(NCC(c1cccs1)N1CCOCC1)c1ccccc1NS(=O)(=O)c1cccc([N+](=O)[O-])c1 (stereo not drawn)	-1	0	7	-2	12	-2	16	-1.0	6
O=C(OCc1ccc(O)cc1)c1c(-c2ccsc2)oc2ccc(N3CCOCC3)cc12	-2	18	40	-22	37	8	-10	1.4	3
Cc1ccccc1-n1c(=O)c2ccccc2n2c(=O)[nH]nc12	1	0	-1	0	8	2	13	-1.6	-11
COc1cccc(NC(=O)CN(C)C(=O)c2ccc(NC(=O)CC3SC(N4CCCCC4)=NC3=O)cc2)c1 (stereo not drawn)	-29	-9	18	4	-41	-1	-83	0.7	11

Ordered by molecular weight (high to low): some entries from above.
SMILES	TIM10 inh	APJ ag	Mdm2 MdmX PPI	NR3A LBD binder	tim10-1 inh	UPR XBP1 act	tim23-1 inh	CHOP UPR activ	NLRP3 yeast inh
COc1ccc(S(=O)(=O)N(C)C[C@H]2Oc3c(NC(=O)c4ccncc4)cccc3C(=O)N([C@H](C)CO)C[C@@H]2C)cc1	-1	-4	3	1	14	-2	19	-2.0	8
COc1cccc(NC(=O)CN(C)C(=O)c2ccc(NC(=O)CC3SC(N4CCCCC4)=NC3=O)cc2)c1 (stereo not drawn)	-29	-9	18	4	-41	-1	-83	0.7	11
O=C(NCC(c1cccs1)N1CCOCC1)c1ccccc1NS(=O)(=O)c1cccc([N+](=O)[O-])c1 (stereo not drawn)	-1	0	7	-2	12	-2	16	-1.0	6
Cc1cc(NC(=O)C(C)SCC(=O)N(C)CC(=O)Nc2ccc(Br)cc2C)no1 (stereo not drawn)	6	-2	-3	-1	-9	-5	-1	-0.3	7
O=C(OCc1ccc(O)cc1)c1c(-c2ccsc2)oc2ccc(N3CCOCC3)cc12	-2	18	40	-22	37	8	-10	1.4	3
O=C(OCC(=O)N(CCc1ccccc1)Cc1ccccc1)c1ccccc1NCCO	-8	11	11	-4	19	-5	26	1.2	4
COc1ccc(C2CC(c3ccccc3)=NN2c2ccc(S(N)(=O)=O)cc2)cc1 (stereo not drawn)	33	-3	42	-1	20	-2	25	3.0	14
COC(=O)c1ccccc1Oc1cc(C(F)(F)F)nc(-c2ccccn2)n1	-2	-4	6	-3	-7	10	33	-0.9	26
Cc1cccc(C(=O)N(Cc2nc3ccccc3c(=O)[nH]2)C2CCCC2)c1	-1	-3	16	2	29	-2	6	-0.1	6
Cc1ccc(-n2c(N)c(C(=O)N3CCOCC3)sc2=S)c(C)c1	14	-5	6	1	3	-2	-8	-0.8	-18
CCCn1c(NC(=O)c2ccc(F)cc2)nc2ccccc21	0	2	14	4	13	3	-9	1.6	20
Cn1[nH]c(C(F)(F)F)cc1=O	7	-3	17	0	9	1	-9	-1.4	6

(continued)
SMILES	TIM10 inh	APJ ag	Mdm2 MdmX PPI	NR3A LBD binder	tim10-1 inh	UPR XBP1 act	tim23-1 inh	CHOP UPR activ	NLRP3 yeast inh
Cc1cc(/C=N/NC(=O)c2ccccc2F)c(C)n1-c1ccccc1	-10	-2	26	-1	-10	0	15	0.7	6
COc1cc(-c2noc(CCCC(=O)Nc3ccc(C(N)=O)cc3)n2)cc(OC)c1OC	5	1	36	-1	5	-4	-4	1.9	-3
CCOC(=O)c1sc2nc(C)nc(N3CCCCC3C)c2c1C (stereo not drawn)	-14	-2	-10	2	10	-1	15	0.8	27
O=C(c1cccc(S(=O)(=O)N2CCc3ccccc32)c1)N1CCN(CCO)CC1	-15	-3	-8	-1	-12	-3	-15	-1.2	11
S=C(Sc1ccc(Cl)cc1)Sc1ccc(Cl)cc1	47*	-2	23	/	28	-9	73*	-9.5	40
O=C(Nc1cccc(Br)c1)c1ccc(CSc2ccccc2)cc1	-7	-1	-29	30*	-1	0	0	3.2	8
CC(=O)N1N=C(c2ccccc2)CC1c1ccccc1[N+](=O)[O-] (stereo not drawn)	19	1	-7	-3	32	2	22	4.5	15
N#Cc1ccc(-c2ccc(OCC(=O)Nc3cccnc3)cc2)cc1	19	12	23	8	15	12	15	-0.9	12
CCOc1cc(C(F)(F)F)cnc1/C(N)=N/O	0	0	2	1	-13	0	-4	-0.2	0
CCOc1ccc(-c2nnc3sc(COc4ccc(C)cc4)nn23)cc1	-2	3	-2	-12	17	-2	15	0.2	15
Cc1nnc(SCC(=O)NC2CCCCC2)[nH]c1=O	-7	0	2	-1	7	-3	14	0.4	1
Cc1c(Cl)cnc(NC(=O)COC(=O)CCc2nc3ccccc3s2)c1Cl	8	-2	-2	0	5	-2	-42	1.0	-40
O=C(c1ccc([N+](=O)[O-])cc1)N1CCN(C(=O)c2ccco2)CC1	-21	1	28	-2	-3	-2	4	-2.7	-1
CCOc1ccc(-c2n[nH]c(=S)n2Cc2ccccc2)cc1	23	-1	5	-2	13	-1	26	2.4	22
COc1cc(/C=N/NC(=O)c2cccnc2)cc(Br)c1O	-19	-3	7	0	-16	-5	5	3.4	22
O=C(N1CCC(n2nc(-c3ccccc3)oc2=O)CC1)C1(c2ccccc2)CC1	9	8	0	-2	20	0	28	1.3	-2
CCSc1nnc(-c2ccccc2N=Cc2c(C)[nH]n(-c3ccccc3)c2=O)c(=O)[nH]1	2	-2	19	-1	-7	-4	10	-2.7	-6
O=C(N[C@H]1C/C=C\C(c2ccc(F)cc2)N(Cc2ccccc2)C(=O)C1)OCC1c2ccccc2-c2ccccc21 (stereo partly drawn)	-1	/	20	-2	14	-5	39	3.2	/
CCN(c1ccc(NC(=O)CSc2nnc3nc(C)cc(C)n23)cc1)C(C)C	-3	0	-2	-1	18	-4	-4	-1.1	19
O=C(NCCCN1CCOCC1)c1ccc2c(=O)n(-c3ccc(F)c(Cl)c3)c(=S)[nH]c2c1	-5	-4	0	0	-9	4	-8	1.0	-3
Cc1ccc(/C=C/S(=O)(=O)NCC(=O)OCC(=O)N2CC(=O)Nc3ccccc32)cc1	7	-4	25	-1	13	0	4	1.1	6
COc1ccc(C(=O)NCCS(=O)(=O)NCc2ccc3c(c2)OCO3)cc1	1	6	15	1	-5	1	-2	0.4	24
COc1ccc(OC)c(CNCc2ccc3c(c2)OCO3)c1	9	-4	-33	0	2	4	14	-0.2	4
O=C(Nc1cccc([N+](=O)[O-])c1)Nc1cccc([N+](=O)[O-])c1	7	-4	45	26*	15	4	9	1.4	11
Cc1cccc(C)c1OCC(O)CNC(C)C (stereo not drawn)	-9	0	11	-4	4	-10	14	-1.1	10
COc1ccc(-n2c(SCC(=O)O)nnc2-c2ccc(NC(=O)c3ccccc3)cc2)cc1	5	2	15	2	-4	-1	17	-1.0	-11
Cc1c(C=NNC(=O)c2ccc(Br)cc2)c2ccccn2c1C(=O)c1ccncc1	-3	-3	31	0	-5	6	-10	3.6	6
Cc1ccc(NC(=O)COS(=O)c2ccc(C)cc2)cc1 (stereo not drawn)	-2	3	5	2	1	-2	15	0.2	22
COc1ccccc1C(=O)C1CCCN(Cc2cn[nH]c2C2CCCCC2)C1 (stereo not drawn)	14	-3	21	2	10	-2	-3	-1.7	0
COc1cc(/C=C/c2nc3ccccc3s2)cc(OC)c1O	32	4	-13	0	44*	12	37	3.0	17
CCc1n[nH]c2c1/C(=N\O)CC(c1ccccc1)C2 (stereo not drawn)	3	-3	11	-2	14	1	26	1.6	5
O=c1[nH]c2ccccc2n2c(-c3ccccc3)nnc12	8	10	10	-42	29	2	17	0.9	7
C=CCNc1nc(N)c(C(=O)c2ccc3c(c2)OCO3)s1	13	-1	3	0	15	7	14	4.3	4
Cc1ccc(CN(CC(=O)N/N=C/c2ccccc2[N+](=O)[O-])S(=O)(=O)c2ccc(C)cc2)cc1	-2	-2	20	-19	27	-1	12	1.4	8

High-throughput results from PubChem.
